Source: PubChem BioAssay
F-actin modifier = cytoskeleton assembly modification; HUVEC TNFa F-actin phalloidin imaging, high content; inhibition, % at 2 µM; actives 0.18% (n = 91,000);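 active = inhibition above the batch mean plus 3 SD and confirmed as a hit by visual image inspection, cut at about 30% in these data, passing the limit was not always enough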; also: strong numbers were not always called active
PTK2B oligo ant = antagonists of human Pyk2 oligomerization; Q14289; Q293 cells, Pyk2 FERM NanoBiT luminescence; active compounds read low; z-score (the deposit names both 25 µM and 10 µM); actives 0.83% (n = 99,000); AID 1347419;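 active = Z-score of -3 or lower, scaled per plate to the spread of control and sample wells; inactive = z-score above -3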;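 also: negative z-score means lost luminescence so less FERM oligomerization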
Target sequence (Q14289 whole entry, looked up): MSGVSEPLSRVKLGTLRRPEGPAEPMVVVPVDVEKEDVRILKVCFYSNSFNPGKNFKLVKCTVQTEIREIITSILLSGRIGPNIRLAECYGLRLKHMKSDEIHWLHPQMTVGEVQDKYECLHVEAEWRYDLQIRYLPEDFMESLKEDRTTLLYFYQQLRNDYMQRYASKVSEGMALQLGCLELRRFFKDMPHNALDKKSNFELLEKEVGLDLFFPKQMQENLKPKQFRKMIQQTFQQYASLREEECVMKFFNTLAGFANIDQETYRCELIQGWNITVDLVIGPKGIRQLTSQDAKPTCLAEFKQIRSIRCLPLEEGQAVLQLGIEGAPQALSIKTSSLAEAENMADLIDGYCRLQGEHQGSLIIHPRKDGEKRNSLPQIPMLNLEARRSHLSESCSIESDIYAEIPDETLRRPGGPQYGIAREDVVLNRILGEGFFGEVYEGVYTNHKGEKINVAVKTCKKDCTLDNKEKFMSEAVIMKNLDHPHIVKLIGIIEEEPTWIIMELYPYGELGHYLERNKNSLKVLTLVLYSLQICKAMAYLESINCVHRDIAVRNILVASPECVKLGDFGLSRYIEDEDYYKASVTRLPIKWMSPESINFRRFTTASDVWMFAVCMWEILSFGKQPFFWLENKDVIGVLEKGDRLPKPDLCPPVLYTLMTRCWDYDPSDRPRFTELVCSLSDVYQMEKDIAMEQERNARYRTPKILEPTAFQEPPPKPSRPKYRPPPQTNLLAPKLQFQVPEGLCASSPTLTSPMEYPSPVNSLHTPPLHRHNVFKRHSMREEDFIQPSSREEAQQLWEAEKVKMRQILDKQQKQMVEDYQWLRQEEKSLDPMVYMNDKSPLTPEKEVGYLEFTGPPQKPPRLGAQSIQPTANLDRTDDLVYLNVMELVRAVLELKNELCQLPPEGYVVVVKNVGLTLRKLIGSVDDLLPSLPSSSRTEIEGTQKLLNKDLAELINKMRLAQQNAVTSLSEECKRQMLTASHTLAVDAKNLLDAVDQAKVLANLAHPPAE
IL1B cytotox = HUVEC cytotoxicity counter-screen, IL-1B stimulated. actives 0.41% (n = 94,000). HUVEC cell count loss, Hoechst imaging. AID 845. cell count reduction, % at 2 µM;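 active = cell count reduction more than 3 SD above the screen-wide mean, cut at about 70% in these data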;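 also: normalized per plate to untreated control cells as the no-loss baseline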
Lung fibro prol = blocks proliferation of human lung fibroblasts; LL 47 human lung fibroblast viability, ATP luminescence; active compounds read low; viability, % at 10 µM; actives 1.1% (n = 85,000);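 active = viability at or below 50% in the single dose screen; inactive = viability above 50%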;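 also: compound exposure lasted 72 h before the ATP readout; 100% = median luminescence of untreated cell-only wells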
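Assay system: human lung fibroblast line LL 47, low passage. Input: 1,150 fibroblasts seeded per well. Times: overnight cell rest, 72 h compound treatment at 37 °C. Evaluation: % viability of median cell-only signal. Technique: luminescent ATP detection, CellTiter-Glo. Control set: cell-only wells, no compound.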
VCAM1 TNFa inh = reduces TNF alpha induced VCAM1 expression in HUVEC. inhibition, % at 2 µM. actives 0.48% (n = 95,000). AID 802. HUVEC TNFa-induced VCAM-1 immunofluorescence, high-content imaging;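 active = inhibition above the batch mean plus 3 SD, with images confirmed as a hit by eye, cut at about 37% in these data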;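 also: 0% = TNF-stimulated DMSO wells and 100% = unstimulated control wells; not every result past the cut was called active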
TNFa cytotox = toxic to HUVEC cells under TNF alpha stimulation; HUVEC TNFalpha-stimulated, Hoechst cell count, imaging; cell count reduction, % at 2 µM; actives 0.17% (n = 93,000);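 active = cell count reduction exceeding the screen mean by over 5 SD, scaled to untreated wells per plate, cut at about 78% in these data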;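 also: cells counted after 24 h of TNF alpha exposure following the 1 h pretreatment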
H69AR growth 86K = growth inhibitors of human H69AR lung tumor cells | viability, % at 10 µM | actives 6% (n = 85,000) | H69AR lung tumor viability, ATP luminescence, 72 h; active compounds read low;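 active = viability at or below 40%; inactive = viability above 40%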;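 also: multidrug resistant small cell line overexpressing MRP-1 efflux transporter; 100% = mean luminescence of untreated control wells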
Smad3 inh = blocks human Smad3 binding to FoxH1 peptide | TR-FRET Smad3/Dy647-FoxH1 peptide binding, europium anti-His | inhibition, % at 25 µM | actives 0.29% (n = 88,000) | AID 630;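 active = compounds that reduce the energy-transfer binding signal between the protein and its labelled peptide by more than half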;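 also: 0% = Smad3 plus labelled peptide maximal FRET and 100% = peptide-only background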
HUVEC inhibit = inhibitors of human endothelial cell proliferation | HUVEC proliferation, CellTiter-Glo luminescence, 72 h; active compounds read low | viability, % at 10 µM (by protocol) | actives 1.1% (n = 86,000) | AID 648;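 active = viability at or below 30%; inactive = viability above 30%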;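 also: 100% = median luminescence of DMSO-only cell control wells on each plate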
The depositor's hits bear a star; . = no result given; [ ] = dose if it differs, or a comment. Not all compounds are listed; count on the stated rates, not on these rows.

Second line of a record: F-actin modifier	PTK2B oligo ant	IL1B cytotox	Lung fibro prol	VCAM1 TNFa inh	TNFa cytotox	H69AR growth 86K	Smad3 inh	HUVEC inhibit
1	c1ccc(CCNc2ncnc3c2nnn3Cc2ccccc2)cc1
 : 21	-0.15	-8	87	-8	-28	108	0	73
2	CCc1cc2c(N3CCCCC3)ncnc2s1
 : 0	-0.65	-62	88	-19	-11	60	6	99
3	Cc1ccc(-c2nnc3c(C(F)(F)F)nc4ccccc4n23)cc1
 : -2	0.09	-8	.	2	-2	.	.	.
4	COc1cc(F)ccc1S(=O)(=O)N1CCN(C23CC4CC(CC(C4)C2)C3)CC1
 : -9	-0.95	-14	104	-11	-18	94	-7	97
5	O=C(NC1CCCCC1)C1CCN(c2cnccn2)CC1
 : 47	-0.24	4	110	-5	-3	109	8	96
6	O=C(N/C(=C/c1ccco1)C(=O)N1CCCC1)c1cccs1
 : -5	-0.36	29	.	4	-27	.	.	.
7	CCCn1nnc(NC(=O)c2ccc(Br)o2)n1
 : 4	1.2	-20	108	-8	-25	84	4	97
8	C=C(C)Cn1c(SCCN2CCOCC2)nc2c1c(=O)[nH]c(=O)n2C
 : 0	1.3	10	97	10	-23	92	0	98
9	CCOC(=O)CSc1nnc(-c2ccc(OC)cc2)n1CC
 : -4	0.23	-2	96	-5	3	98	2[fluorescence artefact?]	100
10	O=C(c1ccco1)N1CCN(Cc2cccc(F)c2)CC1
 : 12	-0.16	-52	103	9	-8	99	-12	99
11	Cn1c(=O)n(-c2ccc(Cl)cc2)c(=O)c2c3c(sc21)COC(C)(C)C3
 : 22	0.74	-5	101	-5	-36	87	-2	107
12	Cc1ccc(Cn2nc(C)c(NC(=O)C3(C)CC3(Br)Br)c2C)cc1 (stereo not drawn)
 : 10	0.48	-165	96	-6	-8	92	2	104
13	COc1ccccc1C(=O)Nc1nnn(C)n1
 : -32	0.01	24	103	53	78*	108	-14	101
14	O=C(/C=C/c1ccccc1)NC(=S)NNC(=O)c1cccnc1
 : 20	2.1	4	.	11	-18	.	.	.
15	CC12CCC(C(=O)NC3CCCC3)(CC1=O)C2(C)C (stereo not drawn)
 : -1	-0.59	-23	97	21	-6	92	-8	88
16	CCN(CC)c1cnn(C/C(=N\OC)c2ccc(Cl)cc2)c(=O)c1Br
 : 4	-1.7	-9	84	-8	-14	80	2	93
17	COc1ccc(OCCC(=O)OCC(=O)NC(=O)NC(C)C)cc1
 : 5	2	4	.	-5	-5	.	.	.
18	Cc1cc(C)n(-c2ccc(C(=O)Nc3ccc4c(c3)OCCO4)cc2)n1
 : -11	0.93	4	.	16	-2	.	.	.
19	COc1ccc(OC)c(-c2csc3nnc(SCC(=O)Nc4ccc(NC(C)=O)cc4)n23)c1
 : 10	-2	-20	93	0	1	89	5	83
20	COC(=O)c1cc2c(s1)-c1ccccc1OC2
 : 3	.	-10	93	14	-15	109	11	99
21	COc1cccc(NC(=O)N2CCCC2C(=O)NC2CC2)c1 (stereo not drawn)
 : 5	1	-20	111	-29	1	91	6	84
22	C=CCCCCCCCCC(=O)Nc1c[nH]c(=O)[nH]c1=O
 : -20	1.3	-11	97	29	47	90	-10	102
23	CNC(=O)Nc1nnc(C(C)(C)C)s1
 : -2	0.38	9	94	-3	-19	99	7	88
24	CC(C)C(=O)Nc1ccc(-c2csc(-c3ccccc3)n2)cc1
 : 9	0.03	-54	.	3	-12	.	.	.
25	Cc1nn(-c2ccccc2)c2c1C(=O)N(c1ccccc1)C(=O)C(C)(C)C2
 : -23	-0.35	-13	94	12	-13	79	-4	92
26	CCc1ccc(C2(O)CC(C(F)(F)F)=NN2C(=O)Cc2ccc([N+](=O)[O-])cc2)cc1 (stereo not drawn)
 : -11	-0.32	-7	89	-11	-12	79	-5	92
27	COc1cc(C(=S)N2CCCCC2)ccc1O
 : -14	-0.74	3	.	1	-4	.	.	.
28	CC1(C)CC(=O)C=C(NCCN2CCNCC2)C1
 : -4	.	1	105	6	-6	96	1	92
29	COc1ccc(C2N=C(c3ccccc3)C(C)(C)N2O)cc1OC (stereo not drawn)
 : .	0.75	.	96	.	.	91	-3	86
30	CNc1oc(-c2ccc(Cl)cc2)nc1P(=O)(c1ccccc1)c1ccccc1
 : 2	-0.76	.	.	-8	-8	.	.	.

Two compounds from above, reduced to Smad3 inh, IL1B cytotox and TNFa cytotox.
item	SMILES	Smad3 inh	IL1B cytotox	TNFa cytotox
5	O=C(NC1CCCCC1)C1CCN(c2cnccn2)CC1	8	4	-3
6	O=C(N/C(=C/c1ccco1)C(=O)N1CCCC1)c1cccs1	.	29	-27

Additional results follow:
Second line of a record: F-actin modifier	PTK2B oligo ant	IL1B cytotox	Lung fibro prol	VCAM1 TNFa inh	TNFa cytotox	H69AR growth 86K	Smad3 inh	HUVEC inhibit
31	O=C(c1cccc2cccc(O)c12)N1CCCCC1
 : -25	-0.62	0	101	-11	-30	90	2	103
32	COc1ccc(C(=O)NCC(=O)O)cc1
 : 12	0.26	31	103	2	-31	98	6	87
33	O=C(CSc1ncn[nH]1)Nc1ccccc1Sc1ccccc1
 : 10	0.69	-5	.	-16	-23	.	.	.
34	CCc1ccccc1NC(=O)CSc1ncn[nH]1
 : 16	1.2	-60	103	9	-18	110	12	101
35	Cc1ccc(S(=O)(=O)NNC(=O)c2cnn(-c3ccccc3)c2-n2cccc2)cc1
 : -26	-0.27	-45	.	-11	7	.	.	.
36	COc1ccc(NC2=NC(=S)N(c3ccccc3C)C23CCCCC3)cc1
 : 4	-0.37	-1	.	-14	-23	.	.	.
37	CCC1Oc2ccc(C)cc2N(CC(=O)N(Cc2cccnc2)Cc2ccc(C)o2)C1=O (stereo not drawn)
 : 10	-0.89	6	97	13	-26	58	5	89
38	Nc1nc2nc(-c3ccc(OCc4ccccc4)cc3)cc(C(F)(F)F)n2n1
 : -8	0.47	-3	95	12	-5	51	15[fluorescence artefact?]	90
39	Cc1ccc(Cl)cc1NC(=O)COC(=O)C1CCCC1
 : .	-0.46	.	97	.	.	101	3	97
40	CCn1c(SCC(=O)Nc2nc(C)c(C)s2)nnc1-c1cccs1
 : .	-0.69	-25	104	.	.	92	-4	109
41	Cc1csc2ncc(C(=O)Nc3ccon3)c(=O)n12
 : 23	0.04	-16	105	4	-22	79	-7	98
42	O=Cc1cn(-c2ccccc2)nc1-c1cc2cc(O)ccc2oc1=O
 : 13	-0.99	5	.	6	-4	.	.	.
43	CCOC(=O)Nc1ccc2c(CN3C(=O)NC4(CCCC4)C3=O)cc(=O)oc2c1
 : 0	-0.87	-153	94	6	-10	54	0	84
44	Cc1cc(C)c(NC(=O)NC(=O)c2cccc(F)c2)c(C)n1
 : 6	0.42	-27	115	11	-39	101	3	97
45	COC1=CC(=O)OC12CCCCC2
 : -7	0.46	-3	101	-12	6	84	2	89
46	COc1ccc(NC(=O)CSc2nnc(-c3cccnc3)n2Cc2ccco2)c(OC)c1
 : .	-1.5	.	101	.	.	85	4	102
47	O=C(/C=C/c1cc2c(cc1Br)OCO2)NCc1ccc(Cl)cc1
 : 8	0.75	-21	.	9	-17	.	.	.
48	COc1ccc(C(C(=O)NC2CCCC2)N(C(=O)c2ccco2)c2ccc3c(c2)OCO3)cc1OC (stereo not drawn)
 : 26	-0.98	-1	93	-16	4	64	-5	103
49	O=C(CSc1nnc(-c2ccco2)n1CC1CCCO1)c1ccc(F)cc1 (stereo not drawn)
 : 3	1.6	6	104	0	-9	73	1	99
50	C=C(C)CN1C(=O)c2ccccc2C1=O
 : -18	0.02	0	98	-5	21	96	12	102
51	CCOC(=O)N1CCC(Nc2ccc3nnc(-c4ccccc4)n3n2)CC1
 : 6	.	17	96	23	-3	52	6	72
52	COC(=O)NNC(=S)Nc1cc(OC)ccc1OC
 : 23	0.17	18	101	23	36	98	-5	108
53	O=C(Cn1cccc1C(=O)c1ccccc1)NCCCN1CCOCC1
 : 10	-0.16	-9	98	0	0	97	2	110
54	CN(CC(=O)Nn1cnnc1)S(=O)(=O)c1ccccc1
 : -4	0.5	-72	101	6	-20	94	8	96

Compounds 42 through 54, reprinted for reference:
Second line of a record: F-actin modifier	PTK2B oligo ant	IL1B cytotox	Lung fibro prol	VCAM1 TNFa inh	TNFa cytotox	H69AR growth 86K	Smad3 inh	HUVEC inhibit
42	O=Cc1cn(-c2ccccc2)nc1-c1cc2cc(O)ccc2oc1=O
 : 13	-0.99	5	.	6	-4	.	.	.
43	CCOC(=O)Nc1ccc2c(CN3C(=O)NC4(CCCC4)C3=O)cc(=O)oc2c1
 : 0	-0.87	-153	94	6	-10	54	0	84
44	Cc1cc(C)c(NC(=O)NC(=O)c2cccc(F)c2)c(C)n1
 : 6	0.42	-27	115	11	-39	101	3	97
45	COC1=CC(=O)OC12CCCCC2
 : -7	0.46	-3	101	-12	6	84	2	89
46	COc1ccc(NC(=O)CSc2nnc(-c3cccnc3)n2Cc2ccco2)c(OC)c1
 : .	-1.5	.	101	.	.	85	4	102
47	O=C(/C=C/c1cc2c(cc1Br)OCO2)NCc1ccc(Cl)cc1
 : 8	0.75	-21	.	9	-17	.	.	.
48	COc1ccc(C(C(=O)NC2CCCC2)N(C(=O)c2ccco2)c2ccc3c(c2)OCO3)cc1OC (stereo not drawn)
 : 26	-0.98	-1	93	-16	4	64	-5	103
49	O=C(CSc1nnc(-c2ccco2)n1CC1CCCO1)c1ccc(F)cc1 (stereo not drawn)
 : 3	1.6	6	104	0	-9	73	1	99
50	C=C(C)CN1C(=O)c2ccccc2C1=O
 : -18	0.02	0	98	-5	21	96	12	102
51	CCOC(=O)N1CCC(Nc2ccc3nnc(-c4ccccc4)n3n2)CC1
 : 6	.	17	96	23	-3	52	6	72
52	COC(=O)NNC(=S)Nc1cc(OC)ccc1OC
 : 23	0.17	18	101	23	36	98	-5	108
53	O=C(Cn1cccc1C(=O)c1ccccc1)NCCCN1CCOCC1
 : 10	-0.16	-9	98	0	0	97	2	110
54	CN(CC(=O)Nn1cnnc1)S(=O)(=O)c1ccccc1
 : -4	0.5	-72	101	6	-20	94	8	96
